POLH inh = blocks human DNA polymerase eta activity; Q9Y253; recombinant Pol eta, fluorescent DNA replication assay; Potency, µM (series often up to 114 µM), without a hit: top-dose activity change, negative = inhibition, usual class: inhibitors; hit rate 1.2% among 390,000; note: potency is the fitted concentration of half-maximal effect; % is set by controls: 0 for no effect and ±100 for the full control effect
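Fluorescent replication assay: 50 nM final substrate added after a 15 min room-temperature compound preincubation with 10 nM enzyme. Signal taken at 0 min and again at 10 min.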
Tb PGK inh = blocks T. brucei phosphoglycerate kinase | P07378 | PGK/GAPDH coupled, Kinase-Glo luminescence, 60 min | Potency, µM (doses to about 57.5 µM), for inactives: at the highest dose activity change, negative = inhibition, usual class: inhibitors | hit rate 0.043% among 380,000; note: potency is the fitted concentration of half-maximal effect; % is set by controls: 0 for no effect and ±100 for the full control effect; nearly all actives have a fitted effect of over 60% in size
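Luminescent ATP detection (Kinase-Glo Plus) follows a 60-minute room-temperature incubation, with wells lacking PGK as controls. Buffer: 100 mM TEA (pH 7.6), 5 mM MgCl2, 0.01% Tween-20. Coupling enzyme GAPDH (100 nM final) supplies unstable 1,3-BPG in-well.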
JMJD2A Tudor = blocks the human JMJD2A Tudor domain. O75164. AlphaScreen JMJD2A-Tudor / H3K4me3 peptide binding. Potency, µM (top dose mostly 114 µM), inactives show at the top dose activity change, negative = inhibition, hits mostly inhibitors. hit rate 4.4% among 390,000. AID 504339; note: potency is the fitted concentration of half-maximal effect; % is set by controls: 0 for no effect and ±100 for the full control effect; nearly all actives have a fitted effect of over 50% in size
G9a inh = G9a (human) methyltransferase inhibition; G9a H3K9 monomethylation, AlphaScreen, 2 h; Potency, µM (series often up to 102 µM), without a hit: top-dose activity, negative = inhibition, most hits filed as inhibitors; AID 504332; hit rate 8.8% among 350,000; Q96KQ7; note: potency is the fitted concentration of half-maximal effect; % is set by controls: 0 for no effect and ±100 for the full control effect; nearly all actives have a fitted effect of over 75% in size
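Quantitative HTS format: methyltransferase activity on a biotin-tagged H3K9 peptide is measured by AlphaScreen, using a rabbit anti-monomethyl-H3K9 antibody with streptavidin donor and anti-IgG acceptor beads. Final levels are 20 nM enzyme, 500 nM peptide, 20 uM SAM; 2 h RT.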
HP1b chromo inh = inhibitors of HP1-beta chromodomain binding to methylated histone tails; P83916; AID 540317; hit rate 0.56% among 390,000; AlphaScreen HP1-beta / biotin-H3K9me3 peptide binding; Potency, µM (highest dose often 114 µM), for inactives: at the highest dose activity change, negative = inhibition, usual class: inhibitors; note: potency is the fitted concentration of half-maximal effect; nearly all actives have a fitted effect of over 70% in size; inactives centre near 23
Target sequence (P83916 whole entry, looked up): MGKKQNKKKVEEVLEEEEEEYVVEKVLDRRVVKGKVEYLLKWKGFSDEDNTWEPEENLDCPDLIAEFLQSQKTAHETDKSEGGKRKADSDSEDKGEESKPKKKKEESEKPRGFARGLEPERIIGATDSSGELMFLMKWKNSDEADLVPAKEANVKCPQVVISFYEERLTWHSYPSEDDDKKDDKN
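HP1-beta protein (50 nM final) preincubated 30 min at room temperature with biotinylated H3(1-18)K9me3 peptide (50 nM) in PBS pH 7.4, 0.01% Tween-20, then compound added for 30 min. AlphaScreen streptavidin donor/nickel chelate acceptor beads (10 ug/mL final), 30 min dark, luminescence read.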
BAZ2B block = inhibitors of human BAZ2B bromodomain. AlphaScreen BAZ2B-H3K14Ac peptide displacement. hit rate 4.4% among 360,000. Potency, µM (series often up to 114 µM), for inactives: at the highest dose activity change, negative = inhibition, most hits filed as inhibitors. AID 504333; note: potency is the fitted concentration of half-maximal effect; % is set by controls: 0 for no effect and ±100 for the full control effect; nearly all actives have a fitted effect of over 60% in size
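In this displacement format the biotinylated H3(5-23) peptide acetylated at Lys14 serves as ligand at 50 nM, with BAZ2B at 50 nM in PBS pH 7.4 containing 0.01% Tween-20. Donor and acceptor beads are 10 ug/mL final.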
Pin1 inh = blocks the human prolyl isomerase Pin1 | Pin1 FP peptide displacement, HiFluor488, 10 min | Q13526 | AID 504891 | hit rate 0.009% among 390,000 | Potency, µM (doses to about 115 µM), for the others: top-dose activity, negative = inhibition, hits mostly inhibitors; active = well fitted inhibition curve with a large enough effect in the polarisation, with a control signal flat, not every such curve was filed as active; inconclusive = small, poorly fitted or top-dose-only effect, or effect the other way, or a change in a side signal; inactive = no such curve, though single readings can be large or run the other way; the % refers to the polarisation; note: potency is the fitted concentration of half-maximal effect; % is set by controls: 0 for no effect and ±100 for the full control effect
PI4K2A block = blocks human PI4K2A kinase activity. Q9BTU6. purified PI4K2A, ADP-Glo luminescence, 1 h; active compounds read low. activity change, negative = inhibition, % at 76.9 µM. hit rate 0.13% among 420,000; in the data active = activity change below about -50%; inconclusive = mostly about -30% to -49%;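 note: -100% = wells without enzyme as full effect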
Target sequence (Q9BTU6 whole entry, looked up): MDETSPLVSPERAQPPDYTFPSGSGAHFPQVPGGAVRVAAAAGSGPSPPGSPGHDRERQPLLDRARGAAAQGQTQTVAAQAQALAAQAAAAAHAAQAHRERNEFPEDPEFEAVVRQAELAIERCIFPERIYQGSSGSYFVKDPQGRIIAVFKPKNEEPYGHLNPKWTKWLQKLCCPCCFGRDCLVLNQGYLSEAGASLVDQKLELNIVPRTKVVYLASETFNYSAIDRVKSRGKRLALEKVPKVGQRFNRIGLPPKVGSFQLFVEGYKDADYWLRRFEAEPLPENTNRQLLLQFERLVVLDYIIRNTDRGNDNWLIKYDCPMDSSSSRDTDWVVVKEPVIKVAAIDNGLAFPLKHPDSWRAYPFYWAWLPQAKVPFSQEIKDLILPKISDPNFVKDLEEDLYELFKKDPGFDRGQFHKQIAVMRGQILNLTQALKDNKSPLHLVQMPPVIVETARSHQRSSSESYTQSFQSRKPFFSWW
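In this quantitative HTS, ADP production by PI4K2A was quantified luminescently after 1 h at ambient temperature; 100 microM adenosine served as plate-quality control.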
GLS inhibitor = glutaminase GLS (human) inhibition. hit rate 0.21% among 410,000. Potency, µM (series often up to 45.5 µM), for the others: at the highest dose activity change, negative = inhibition, actives largely listed as inhibitors. O94925. GLS enzymatic activity, qHTS titration; note: potency is the fitted concentration of half-maximal effect; % is set by controls: 0 for no effect and ±100 for the full control effect
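Two-point fluorescence kinetic (t0, 30 min RT) for hKGA; glutamate detected via glutamate oxidase–HRP–Amplex Red. Substrate: 1 mM L-glutamine solution; buffer 45 mM KH2PO4, pH 8.2.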
Active calls of the source: *; i = inactive; ? = inconclusive; . = no result given; & = joins results of further samples; [ ] = another dose, or the depositor's remark. Unless noted, calls come from the whole dose curve; as a rule, active = well fitted curve in the direction sought with a large enough effect; inconclusive = small, poorly fitted or top-dose-only effect, or another doubt; inactive = no such curve, though single readings can be large; an effect the other way counts as inactive or inconclusive. This is a subset (hit frequency here may not be typical).

1. Cc1ccc(C)c(N2CCN(C(=O)COc3cc(=O)n(C)c4ccccc34)CC2)c1
2. CCC(C)(C(=O)NC1CCCC1)N(C)C(=O)c1ccccn1 (stereo not given)
3. COc1ccccc1C(=O)n1nc(-c2cccnc2)nc1N
4. CCN(CC)C(=O)C(=O)Nc1ccc(F)c(Cl)c1
5. COCCN1CC(=O)N2C(c3cccc(OC)c3)c3[nH]c4ccccc4c3C[C@H]2C1=O (stereo not given in full)
6. Cc1nnc(SCC(=O)NNC(=O)c2ccco2)n1-c1cccc(Cl)c1
7. CSc1nc2c(C)c(C)c(C)c(C)c2[nH]1
8. O=C1c2oc3ccccc3c(=O)c2C(c2ccc(Br)cc2)N1c1ccccn1 (stereo not given)
assay / entry | 1 | 2 | 3 | 4 | 5 | 6 | 7 | 8
POLH inh | -14% | -2% | -16% | -8% | -12% | 5% | -1% | -2%
Tb PGK inh | -8% | 3% | -4% | i | -4% | i | 2% | 9%
JMJD2A Tudor | -30% | -8% | ? | -4% | -23% | -24% | -11% | 1%
G9a inh | ? | 23%[59 µM] | -11% | 20% | 15%[0.501 µM] | 17% | . | -3%[59 µM]
HP1b chromo inh | 13% | 26% | 50%[activator] | 35% | -14% | 32% | 19% | 26%
BAZ2B block | -35% | -6% | 4% | -4% | 20% | 1% | 0% | -8%
Pin1 inh | -1% | 8% | 1% | -3% | -3% | 2% | 3% | -1%
PI4K2A block | 7 | 2 | 1 | 6 | 11 | 1 | -2 | -3
GLS inhibitor | 3% | 0% | -7% | -8% | 5% | 22% | -13% | 5%

9. CCCCc1ccc(NC2=NCC(=O)N2CCc2ccccc2)cc1
10. CCCC(CCC)C(=O)NCCN1CCOCC1
11. COc1cc(/C=N/NC(=O)C(=O)NCC2CCCO2)ccc1OCC(=O)N1CCOCC1 (stereo not given)
12. CC(C)OC(=O)C(C#N)c1nc2ccccc2nc1N1CCN(Cc2ccccc2)CC1 (stereo not given)
13. O=C(Nc1ccccc1-c1nc2ccccc2[nH]1)c1ccc(S(=O)(=O)N2CCCCC2)cc1
14. O=C(CN(c1ccc(Cl)cc1)S(=O)(=O)c1ccccc1)N1CCN(c2ccccc2)CC1
15. O=S(=O)(Nc1cccnc1)c1cccc(Cl)c1
16. Cc1nn(S(=O)(=O)c2ccccc2)c(C)c1Sc1ccc([N+](=O)[O-])cc1
assay / entry | 9 | 10 | 11 | 12 | 13 | 14 | 15 | 16
POLH inh | -22% | -20% | -14% | -11% | -7% | -10% | 3% | -7%
Tb PGK inh | 0% | -1% | -1% | -1% | 1% | i | -4% | .
JMJD2A Tudor | -5% | -8% | -7% | -12% | -7% | ? | -12% | ?
G9a inh | 57%[activator] | -10%[12.7 µM] | -28% | 53%[59 µM] | 24% | 20%[59 µM] | -51%[59 µM] | ?
HP1b chromo inh | 56%[activator] | 22% | 47%[activator] | 15% | 17% | 7% | 32%[activator] | 7%
BAZ2B block | 11% | -6% | -21% | ? | -1%[57.1 µM] | -8% | -2% | -39%
Pin1 inh | -1% | -5% | -2% | ? | 4% | 10% | 0% | -2%
PI4K2A block | -2 | 6 | 2 | 0 | -3 | -3 | 3 | -1
GLS inhibitor | 3% | 5% | -3% | -7% | -7% | . | 16% | 1%

17. Cc1cc(N(C)NC(=S)Nc2ccccc2)nc(C)n1
18. CCOc1ccccc1NC(=O)CCNS(=O)(=O)c1cccc2nonc12
19. CN(C(=O)c1ccc(NC(=O)Cc2cccc(NC(=O)C3CCN(C(=O)C4CCCC4)CC3)c2)cc1)C1CCCC1
20. Cc1ccc(N2CCN(S(=O)(=O)c3nnc(NC(=O)c4cccc(F)c4)s3)CC2)cc1
assay / entry | 17 | 18 | 19 | 20
POLH inh | -18% | -6%&0% | -17% | -6%
Tb PGK inh | -3% | -6%&-2% | -2% | -4%
JMJD2A Tudor | -3% | -9%&-11% | -11% | -12%
G9a inh | 4%[59 µM] | -5% | 2%[0.501 µM] | -19%[59 µM]
HP1b chromo inh | 37% | 30%&7% | 31% | 35%
BAZ2B block | 2% | -3%&-1% | 0% | -34%
Pin1 inh | -3% | -7%&4% | -3% | ?
PI4K2A block | 1 | 3&1 | -1 | -1
GLS inhibitor | 22% | -1%&11% | 3% | 7%

Three of the entries above in order of the Tb PGK inh value, high to low.
cpd	Molecule	Tb PGK inh
19	CN(C(=O)c1ccc(NC(=O)Cc2cccc(NC(=O)C3CCN(C(=O)C4CCCC4)CC3)c2)cc1)C1CCCC1	-2%
17	Cc1cc(N(C)NC(=S)Nc2ccccc2)nc(C)n1	-3%
20	Cc1ccc(N2CCN(S(=O)(=O)c3nnc(NC(=O)c4cccc(F)c4)s3)CC2)cc1	-4%

In the list so far, two have fluorine.
4. CCN(CC)C(=O)C(=O)Nc1ccc(F)c(Cl)c1
20. Cc1ccc(N2CCN(S(=O)(=O)c3nnc(NC(=O)c4cccc(F)c4)s3)CC2)cc1
assay / entry | 4 | 20
POLH inh | -8% | -6%
Tb PGK inh | i | -4%
JMJD2A Tudor | -4% | -12%
G9a inh | 20% | -19%[59 µM]
HP1b chromo inh | 35% | 35%
BAZ2B block | -4% | -34%
Pin1 inh | -3% | ?
PI4K2A block | 6 | -1
GLS inhibitor | -8% | 7%
